mcGAS RapidFire: mouse cGAS inhibition by mass spec; recombinant mouse cGAS, cGAMP by RapidFire MS; inhibition, % at 12.5 µM; 0.18% of 130,000 active;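 active means inhibition of cGAS enzyme activity at or above 60%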;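 further: enzyme stimulated by 45 bp dsDNA with ATP and GTP substrates; cGAMP share of summed cGAMP plus half ATP and half GTP signals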
Target sequence (Q8C6L5 whole entry, looked up): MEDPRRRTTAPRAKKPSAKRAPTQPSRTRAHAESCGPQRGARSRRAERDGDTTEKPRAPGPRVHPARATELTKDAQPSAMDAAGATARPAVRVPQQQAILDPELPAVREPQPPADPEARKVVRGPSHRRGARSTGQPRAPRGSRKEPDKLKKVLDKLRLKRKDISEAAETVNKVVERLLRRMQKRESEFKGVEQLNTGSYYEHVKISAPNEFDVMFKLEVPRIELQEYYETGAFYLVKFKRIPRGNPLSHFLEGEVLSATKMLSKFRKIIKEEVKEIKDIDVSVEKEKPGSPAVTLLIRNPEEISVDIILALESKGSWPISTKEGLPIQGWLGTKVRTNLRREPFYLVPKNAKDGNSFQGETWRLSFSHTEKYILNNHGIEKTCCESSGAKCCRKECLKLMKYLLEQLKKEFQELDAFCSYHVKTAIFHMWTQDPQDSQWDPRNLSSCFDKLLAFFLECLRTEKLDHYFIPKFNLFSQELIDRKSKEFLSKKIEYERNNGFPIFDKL
* = called active by the depositor; & = joins results of further samples. An excerpt (hit frequency here may not be typical).

| SMILES | mcGAS RapidFire |
| --- | --- |
| CCCCNC(=O)N1CC(C(=O)NCc2ccccc2F)CC(c2ccc(OC)c(OC)c2)C1 (stereo unspecified) | -6 |
| Cc1cnccc1NS(=O)(=O)c1ccc(C(F)(F)F)cc1 | -19 |
| O=C(Cn1ccnc1-c1ccnc(N2CCSCC2)c1)N1CCN(c2ccccc2)CC1 | 2 |
| N#CC(C#N)=C1C=C2C=C(N3CCc4ccccc4C3)CCC2CC1 (stereo unspecified) | -10 |
| N#Cc1cnc(SCc2cc(-c3ccco3)on2)nc1N | 5 |
| CCC(CC)c1cc(C(=O)N2CC3CN(Cc4ccccc4)CC3C2)on1 (stereo unspecified) | -2 |
| CCn1ncnc1C(C)NC1CCSCC1 (stereo unspecified) | -3 |
| CCCC1(C)NC(=O)N(CCOc2c(C)cccc2C)C1=O (stereo unspecified) | -15 |
| Cc1ccnc(NC(=O)c2coc(Br)c2)c1 | -5 |
| Cc1nc2ccc(Cl)cc2cc1C(=O)NCC(=O)OCC1CC1 | -7 |
| CCCCCNC(=O)C1CC=CCC1C(=O)N1CCN(c2ccc(OC)cc2)CC1 (stereo unspecified) | 4 |
| O=C1NC2(CCCc3ccccc32)C(=O)N1Cc1nc2ccccc2o1 (stereo unspecified) | 8 |
| CS(=O)(=O)NC1CCN(C(=O)CCC(=O)NC2CCCC2)CC1 | 2 |
| Cc1ccc(-n2ccc3c(cnc4nc5ccccc5n43)c2=O)cc1 | -6 |
| Cc1ccc(-c2csc3ncn(CCC(=O)N4CCC4)c(=O)c23)cc1 | -5 |
| CC(C)C(NC(=O)c1ccc(F)cc1)C(=O)N1CCc2sccc2C1 (stereo unspecified) | -11 |
| C=CCN(C(=O)c1ccc(C)c(OC)c1)c1ccccc1 | 5 |
| COc1ccc(CN2CCN(Cc3cc(C(C)C)n[nH]3)CC2CCO)cc1C (stereo unspecified) | -1 |
| CS(=O)(=O)NC1CC(=O)N(CCCc2ccccc2)C1 (stereo unspecified) | -9 |
| COc1ccc(-c2nc(C)ncc2C)c2ccc(C)nc12 | -27 |
| COc1ccc(-n2nc(-c3cccs3)cc2C(=O)O)cc1 | -1 |
| COc1cc(C)c(S(=O)(=O)Nc2cccc(C(=O)N3CCCC(O)C3)c2)c(C)c1 (stereo unspecified) | -8 |
| O=[N+]([O-])C1C(=Nc2ccc(Br)cc2)NN=C1c1nnco1 (stereo unspecified) | 2 |
| CCOC(=O)c1ccc(N=C2SC(C(=O)Nc3cccc(Cl)c3)CC(=O)N2C)cc1 (stereo unspecified) | 2 |
| CC(C)c1nc(CN(C)C(=O)C2CCOC2)no1 (stereo unspecified) | -11 |
| NC(N)=NN=Cc1cc2c(cc1[N+](=O)[O-])OCO2 | -5 |
| O=C(c1ccc(F)cc1)N1CCN(c2nc(CN3CCc4ccccc4C3)cc(=O)[nH]2)CC1 | -8 |
| CC1CCCC(=NNc2ccc(S(=O)(=O)N3CCCCC3)cn2)C1 (stereo unspecified) | -52 |
| CCN(CC)CCOc1ccc(/C(=C(/Cl)c2ccccc2)c2ccccc2)cc1 | 3 |
| CC(C)C(=O)NC1CCN(C(=O)c2csc(Br)c2)CC1 | 1 |

(further entries)
| SMILES | mcGAS RapidFire |
| --- | --- |
| CCOCCn1c(N2CCN(c3ccccc3)CC2)nc2c1c(=O)[nH]c(=O)n2C | -3 |
| CCc1nnc(C(C)Sc2ccncc2)o1 (stereo unspecified) | 1 |
| CN(CCC1CCCCO1)C(=O)c1ccc2c(c1)OCCO2 (stereo unspecified) | -26 |
| O=C1NCC(=O)N2CCN(C(=O)c3cccc4c3NCCC4)CC12 (stereo unspecified) | 1&9 |
| CCc1nc(C)sc1CNC(=O)c1cnc2ccnn2c1C | -13 |
| CC(C)OP(=O)(OC(C)C)C(=NNC(=O)c1ccccc1)NO | -12 |
| COc1ccc(-c2nc3ccccc3o2)cn1 | -9 |
| COCCNc1nc(NCCNC(C)=O)c2sc(-c3ccccc3)cc2n1 | 7 |
| N[C@@H](CC(=O)N1CCn2c(nnc2C(F)(F)F)C1)Cc1cc(F)c(F)cc1F | 1 |
| O=C(Nc1[nH]ncc1-c1ccc2c(c1)OCO2)C1CC1c1ccco1 (stereo unspecified) | -6 |
| COc1ccc(C2CC(c3c(O)n(C)c(=S)[nH]c3=O)=NN2)cc1 (stereo unspecified) | -35 |
| O=C(NC(=S)NC1CCS(=O)(=O)C1)c1ccccc1 (stereo unspecified) | -7 |
| Cc1ccc(-n2c(=O)[nH]c3c(C(=O)Nc4ccc(C)cc4C)cn(C)c3c2=O)cc1 | 1 |
| COc1ccc(CC(=O)NCC2Cc3cc(F)ccc3O2)cc1 (stereo unspecified) | -2 |
| CC(C)c1noc(C2CCCN2Cc2cc(C(C)(C)C)n[nH]2)n1 (stereo unspecified) | -20 |
| C=CCNc1nc(N(c2ccccc2)c2ccccc2)nc(-n2ccnc2)n1 | -21 |
| Cc1nnc(SCC(=O)c2c(N)n(C3CC3)c(=O)[nH]c2=O)n1C | -8 |
| CC(Nc1ncnc2c1cnn2C)c1ccc(S(C)(=O)=O)cc1 (stereo unspecified) | -3 |
| Oc1cccc(-c2csc(Nc3cccc(F)c3)n2)c1 | 3 |
| N#C/C(=C\c1cn(Cc2ccc(Cl)cc2)c2ccccc12)c1nn(CCO)c(N)c1C#N | 1 |
| Cc1noc(C)c1CNC(=O)CN1C(=O)COc2cc(Br)ccc21 | -5 |
| CC(C)CNC(=O)N1CCCC(CC(=O)N2CCOC(C)(C)C2)C1 (stereo unspecified) | -45 |
| Cc1nnc(CSCc2cccc(OC(F)F)c2)o1 | -4 |
| CNC(=O)[C@@H]1C[C@@H](N)CN1S(=O)(=O)N1CCc2ccccc2C1 | -45 |
| CC(C)n1cc(C(=O)N(C)CC2COCCO2)cn1 (stereo unspecified) | 8 |
| CCC(c1cccs1)n1cc2ncccc2c1O (stereo unspecified) | -18 |
| CCOC(=O)C1(C)CCN1C(=O)c1ccc2c(c1)CCO2 (stereo unspecified) | 14 |
| COC(=O)c1cc(OC(=O)c2cccs2)n(C)n1 | -5 |
| COc1ccc(OC2CCN(C(C)=O)CC2)c(C(=O)N2CCCCC2c2cccnc2)c1 (stereo unspecified) | -5 |
| O=C(CCC1CCCN(C(=O)Cn2cccn2)C1)N1CCN(Cc2ccccc2)CC1 (stereo unspecified) | 2 |

Quoted at random: 5 records from the list.
| SMILES | mcGAS RapidFire |
| --- | --- |
| Cc1noc(C)c1CNC(=O)CN1C(=O)COc2cc(Br)ccc21 | -5 |
| CC(C)c1noc(C2CCCN2Cc2cc(C(C)(C)C)n[nH]2)n1 (stereo unspecified) | -20 |
| O=C1NCC(=O)N2CCN(C(=O)c3cccc4c3NCCC4)CC12 (stereo unspecified) | 1&9 |
| CCc1nc(C)sc1CNC(=O)c1cnc2ccnn2c1C | -13 |
| Cc1ccc(-n2c(=O)[nH]c3c(C(=O)Nc4ccc(C)cc4C)cn(C)c3c2=O)cc1 | 1 |

Next results:
| SMILES | mcGAS RapidFire |
| --- | --- |
| CC(C)[C@@H](C(N)=O)n1cc(CCc2ccccc2)nn1 | 6 |
| O=C(Cc1ccccc1Cl)Nc1cccnc1Oc1ccccc1 | 1 |
| Cc1cc([N+](=O)[O-])ccc1NC(=O)CC1SC(=Nc2ccccc2)N(c2ccccc2)C1=O (stereo unspecified) | -3 |
| Cc1ccn2cc(C(=O)NC(C3CC3)C3CC3)nc2c1 | 0 |
| Cc1nc2sccn2c1C=Cc1nc2ccccc2s1 | 2 |
| N#Cc1ccccc1NC(=O)CN1CCC(OCc2ccccc2)CC1 | 0 |
| COC(=O)c1ccc(C2Nc3c(C(=O)O)cccc3C3C4CCC(C4)C23)cc1 (stereo unspecified) | -6 |
| CCSc1nc2nc3c(cn2n1)C(=O)CC(c1cccs1)C3 (stereo unspecified) | -15 |
| O=C(CCc1nnc(-c2ccccc2)o1)NCC1(c2ccccc2)CCCCC1 | -5 |
| CC(=O)Nc1ccc(S(=O)(=O)N(C)CC(=O)N2CCCC2c2ccc3c(c2)OCCO3)cc1 (stereo unspecified) | 2 |
| CC1CCN(C(=O)Cn2nnc(-c3cccs3)n2)CC1 | -7 |
| COc1ccccc1N1CCN(CC(=O)Nc2ccccc2SC)C1=O | -4 |
| CCc1ccc(C(=O)N(Cc2ccc(F)cc2)C(CC)CO)s1 (stereo unspecified) | -8 |
| CN1CCC(=NNC(=O)CSCc2ccccc2)CC1 | 7 |
| CCCc1ccc(-c2nc(C3CCC(C4CCC(CCC)CC4)CC3)no2)cc1 (stereo unspecified) | 6 |
| O=C(c1ccc(=O)n(Cc2ccc(F)cc2)n1)N1CCN(c2ccc(F)cc2)CC1 | -8 |
| CCCN(CC(F)(F)F)C(=O)COc1ccc(CC(N)=O)cc1 | -25 |
| CN1C[C@@H](NC(=O)C2CCC2)C[C@H]1C(=O)NCc1cccc2ccccc12 | -9 |
| CC(=O)CSc1nnc(N)s1 | -13 |
| O=C1CN(C(=O)NCc2ccc3c(c2)OCO3)C2CCCCC2N1 (stereo unspecified) | -16 |
| Nc1cc(S(=O)(=O)C(F)(F)C(F)(F)C(F)(F)F)cc2c1OCC(=O)N2 | -2 |
| CN1CCN(c2ccccc2NC(=O)C2CCCN(S(=O)(=O)c3ccc(Cl)cc3)C2)CC1 (stereo unspecified) | -2 |
| Cc1ccsc1C(=O)N1CCOc2ccc(CN3CCCC3)cc2C1 | -9 |
| CN(Cc1ccsc1)C(=O)Nc1ccc(C(F)(F)F)cc1 | 6 |
| CC(C)CC(NC(=O)C(COC(C)(C)C)NC(=O)C(Cc1ccc(O)cc1)NC(=O)C(CO)NC(=O)C(Cc1c[nH]c2ccccc12)NC(=O)C(Cc1cnc[nH]1)NC(=O)C1CCC(=O)N1)C(=O)N[C@@H](CCCN=C(N)N)C(=O)N1CCCC1C(=O)NNC(N)=O (stereo partly specified) | -3 |
| N#CC1(c2ccccc2)CCC2(CC1)N=C(N)Nc1nc3cc4c(cc3n12)OCCCO4 (stereo unspecified) | -6 |
| COc1cc(C=NNC(=S)NN=Cc2cc(OC)c(OC)c(OC)c2)cc(OC)c1OC | -15 |
| CCc1csc(CNC(=O)c2ccc(NC3CCSC3)nc2)n1 (stereo unspecified) | -6 |
| O=C(CCCNC(=O)c1ccc(Cl)cc1)NC1CCS(=O)(=O)C1 (stereo unspecified) | 2 |
| O=C(c1c[nH]c(C(=O)N2CCCC2)c1)N1CCC(c2ccccc2)CC1 | 0 |

The last 2 compounds of the part above lead into the next:
| SMILES | mcGAS RapidFire |
| --- | --- |
| O=C(CCCNC(=O)c1ccc(Cl)cc1)NC1CCS(=O)(=O)C1 (stereo unspecified) | 2 |
| O=C(c1c[nH]c(C(=O)N2CCCC2)c1)N1CCC(c2ccccc2)CC1 | 0 |
| O=C(NC1CCCN(c2ncccn2)C1)N1CCCc2ccccc21 (stereo unspecified) | -3 |
| CCCc1noc(-c2cc(C)nc3c2c(C)nn3C)n1 | -5 |
| CCOc1ccc(CCNC(=O)C2CCC(Cn3c(=O)[nH]c4ccsc4c3=O)CC2)cc1 (stereo unspecified) | 1 |
| Cc1csc(C(C)n2ccnc2-c2cccc(CN3CCOCC3)c2)n1 (stereo unspecified) | -10 |
| COc1cc(C2C(S(=O)(=O)NCc3ccccn3)CON2C)ccc1OCc1ccccc1 (stereo unspecified) | -5 |
| O=C(Nc1ccc([N+](=O)[O-])cc1)C1COc2ccccc2O1 (stereo unspecified) | -2 |
| CCN(Cc1ccccc1)C(=O)CS(=O)(=O)c1ccc(C(C)C)cc1 | -5 |
| COc1ccc(C(C)(NC(C)=O)c2nc(-c3cccc(C(=O)O)c3)cs2)cc1 (stereo unspecified) | 8 |
| Cc1cc(=O)[nH]c(-n2nc(C)c(CCC(=O)Nc3ccon3)c2C)n1 | -1 |
| O=C(c1csc2nc(-c3ccccc3)cn12)N1CCCC(c2ccccc2)CC1 (stereo unspecified) | -10 |
| CN=c1scc(-c2ccc(F)cc2)n1N=C(C)c1ccc(O)cc1O | -24 |
| CC(=O)NCCNC(=O)c1nnc2n1CCN(Cc1ccc(-c3ccccc3)cc1)C2 | -3 |
| COc1ccc2cc(-c3[nH]ncc3CN3CCC(OCc4cccnc4)CC3)ccc2c1 | -4 |
| CC(=O)NCCC1CCCCN1Cc1cn(C)nc1-c1cccc(Cl)c1 (stereo unspecified) | -12 |
| COC(=O)c1ccc(Cn2c(C)c(C(=O)NCc3cccc([N+](=O)[O-])c3)sc2=O)o1 | 2 |
| O=S(=O)(c1ccc(F)cc1)N1CCN(c2ccnc3cc(Cl)ccc23)CC1 | 12 |
| COC(=O)CC1(NC(=O)C2CC2c2ccc(F)cc2F)CCOCC1 (stereo unspecified) | -1 |
| CSc1ccc(CNCc2ccc3c(c2)OCO3)cc1 | -5 |
| NC(=O)c1ccc(NC(=O)CCNC2CCCc3ccccc32)cc1 (stereo unspecified) | -6 |
| O=S1(=O)CCC(Nc2ncnc3sc4c(c23)CCCCC4)C1 (stereo unspecified) | 1 |
| Brc1ccc(-c2nnc(CSc3nnc(NC4CC4)s3)o2)cc1 | -9 |
| O=S(=O)(c1cccs1)N(c1cccc2ccccc12)C(F)F | -3 |
| COc1cccc([C@@H]2CCCN(C(=O)c3cn(-c4ccccc4)nn3)C2)c1 | -32 |
| COc1cccc(-c2ccc(NC(=O)C3CCCN(C(=O)c4ccncc4)C3)cc2)c1 (stereo unspecified) | 3 |
| CC(C)CCNc1nc(C(=O)OC(C)C(N)=O)cs1 (stereo unspecified) | -6 |
| O=C(Nc1nnc(C(F)(F)F)s1)C1(c2cccc(Cl)c2)CC1 | -8 |
| COc1ccc(OC)c(-c2cc(C(=O)N3CCN(C4CCCCC4)CC3)n(C)n2)c1 | -4 |
| COC(=O)c1cccc(NS(=O)(=O)c2ccc(C)s2)c1 | -4 |
| N=C1C=CC(=C(c2cccc(N)c2)c2cccc(N)c2)C=C1 | -2&0 |
| COCCn1c(C)cc(O)c(C(c2ccc(F)cc2)N2CCC(C)CC2)c1=O (stereo unspecified) | -7 |

New compounds follow:
| SMILES | mcGAS RapidFire |
| --- | --- |
| c1ccc(-c2cccc(Cn3cnnc3)c2)cc1 | -8 |
| S=c1nc(C2CC2)n(-c2ccccc2)[nH]1 | -4 |
| O=C(Nc1ccc(SCC(=O)N2CCCC2)nn1)C1CC1 | 6 |
| COc1ccc(C(=O)NC2(C(F)(F)F)C(=O)NC(C)=C2C#N)c(OC)c1OC (stereo unspecified) | -7 |

High-throughput results: PubChem, Fisher Drug Discovery Resource Center
